# Screens (PubChem BioAssay)
# TTR transcr act – TTR transcription activators in neuroblastoma reporter cells, primary screen, cell-based, luminescence, SH-SY5Y, TTR promoter Gaussia luciferase. 100% = recombinant luciferase protein wells. activation, % at 16.7 µM. hit rate 1.3% among 92,000;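 active means activation above the mean of all tested compounds plus 3 SD, cut at about 9.5% in these data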;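 further: cells exposed to compounds for one day before reading; 0% = median of all test compound wells on the plate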
# Active calls of the source: *. This is a subset; the hit share may differ from the screen's.
SMILES,TTR transcr act
O=C1NC[C@H](Cc2ccc(O)cc2)N(C[C@@H]2CCCN2C[C@H](Cc2ccccc2)N2C[C@H](Cc3ccc(O)cc3)N(CC3CCCCCC3)C(=O)C2=O)C1=O,-1.4
COc1ccc(CN2C(=O)CN(C3CCCCCC3)C(=O)C2c2ccc(OC)c(OC)c2)cc1 (stereo not drawn),1.8
CN(C(=O)COC(=O)c1ccc(NS(=O)(=O)c2cccs2)cc1)C1CCCCC1,-0.4
COC(=O)c1c(C)[nH]c(C(=O)CSc2ccc(Cl)cc2)c1C,1.0
CCOc1ccc(-c2noc(CCCC(=O)NC3CCCC3)n2)cc1OC,-2.0
CCOC(=O)C1CCCCN1Cc1cccc(C(F)(F)F)c1 (stereo not drawn),-0.1
O=C(CCCN1C(=O)c2ccccc2C1=O)NCc1ccco1,1.1
Cc1ccc(-c2cc(Cc3ccncc3)c(=O)[nH]n2)cc1,-0.5
COc1ccc(-c2cc(CNc3nc4cc(-c5ccccc5C)sc4c(=O)n3C)on2)cc1,-0.5
CCN(CC)S(=O)(=O)c1cccc(C(=O)NC(C(=O)Nc2nnc(C)s2)C(C)C)c1 (stereo not drawn),0.3
CCOc1ccc(N2C(=O)CN=C2Nc2ccccc2Cl)cc1,2.0
CCCC#Cc1ccc2c(c1)O[C@H](CN(C)S(=O)(=O)c1cccc(OC)c1)[C@H](C)CN([C@H](C)CO)S2(=O)=O,-1.9
O=C(CCN1C(=O)c2cccc3cccc(c23)C1=O)NCc1ccco1,-0.7
O=Cc1ccc([B-](F)(F)F)s1,0.2
Cn1c(=O)[nH]c(=O)c2c1nc(N1CCOCC1)n2CC(O)COc1ccccc1 (stereo not drawn),-2.0
Cn1c(N/N=C/c2c[nH]c3ccccc23)nc2ccccc21,-4.8
Cc1ccc(S(=O)(=O)N2C[C@H]3C(=O)C[C@@H](c4ccccc4)N(S(=O)(=O)c4cccc(C)c4)[C@H]3C[C@H]2c2ccccc2)cc1,-0.8
CCn1c(O)c(C#N)c(C)cc1=O,0.7
CCOC(=O)c1sc2nccc(N(C)C)c2c1N=CNOC,-2.9
O=C(CSc1ncn(-c2ccccc2)n1)Nc1ccc2c(c1)OCO2,-2.1
Cc1c(Cl)c(-c2n[nH]c(=S)n2Cc2ccco2)nn1C,5.2
O=C(NCC(=O)N1CCN(C(=O)c2ccccc2)CC1)c1ccc(Cl)cc1Cl,-1.1
O=C(Cc1cccc2ccccc12)NCCc1ccccc1,-0.3
O=C(c1ccc2ccccc2c1)c1cccc(F)c1C(=O)O,-0.7
COC(=O)[C@H](CCSC)NC(=O)Nc1cccc(Br)c1,-0.9
Cc1ccc(NC(=O)CCCc2ccccc2)nc1,-1.5
N#CCCN(Cc1cccnc1)S(=O)(=O)c1ccc(S(=O)(=O)N2CCCCCC2)cc1,-0.1
COc1cccc(-c2nnc(NC(=O)C(C)C)o2)c1,1.7
COCCNC(=O)c1ccc2c(=O)n(Cc3ccco3)c(SCC(=O)Nc3ccc(OC)cc3OC)nc2c1,-0.4
CCN(CC)CCN1C(=O)/C(=C\c2ccc(Cl)c([N+](=O)[O-])c2)SC1=Nc1ccc(OC)cc1,-6.0
O=C(N/N=C/c1ccc2cccnc2c1)c1nc2ccccc2c(=O)[nH]1,-1.2
CCCCNC(=O)c1cccc(NC(=O)C(=O)c2ccccc2NC(C)=O)c1,-0.9
Cc1cc(Br)cnc1NC(=S)Nc1ccc(F)cc1F,-1.5
Cc1cc(OCC(=O)c2ccc(Br)cc2)ccc1N1C(=O)CCC1=O,0.0
COc1ccc(NC(=S)NN2CCOCC2)cc1OC,1.1
CCCCN(C(=O)c1cc2c(s1)CCCCC2)c1c(N)n(CCC)c(=O)[nH]c1=O,3.7
CN(C)CCCNc1cc(-c2ccccc2)nc2cc(-c3cccc(F)c3)nn12,-1.8
COc1ccccc1NS(=O)(=O)c1ccc(NC(=O)c2nc3ncccn3n2)cc1,-1.6
COc1ccc(N(C(=O)CS(=O)CC(=O)Nc2ccc(F)cc2)C(C(=O)NC2CCCCC2)c2cccs2)cc1 (stereo not drawn),2.0
COc1ccc(NC(=O)COC(=O)C2CCC2)cc1Cl,2.4
Cc1ccc(-c2cc(C(=O)NN)n[nH]2)o1,4.6
Cc1c(C(=O)N2CCC(C)CC2)cccc1[N+](=O)[O-],0.6
O=C(OCc1cc([N+](=O)[O-])cc2c1OCOC2)c1ccc2ccccc2n1,4.8
COc1ccccc1NC(=O)CN1C(=O)NC(C)(C)C1=O,1.1
CCOc1ccc(-c2nnc3ccc(SCC(=O)N4CCCCC4)nn23)cc1,0.4
CCNc1nc2cccnc2s1,-0.8
O=[N+]([O-])c1ccc(NCc2ccc3c(c2)OCO3)cc1,-0.8
O=C(c1ccc(Cl)c(S(=O)(=O)Nc2ccccc2C(=O)N2CCc3ccccc3C2)c1)N1CCc2ccccc2C1,0.8
CC(=O)Nc1ccc(S(=O)(=O)Nc2nc3ccccc3nc2Nc2ccc(C(=O)O)c(O)c2)cc1,0.7
CC(C)CC(=O)Nc1ncc([N+](=O)[O-])s1,-1.1

# (further entries)
SMILES,TTR transcr act
O=C1NC(c2cccs2)Nc2sc3c(c21)CCCC3 (stereo not drawn),2.4
CCO[C@@H]1OC(C(=O)O)=C[C@H](C2CC2)[C@H]1CCCO,-0.4
CCOC(=O)c1c(NC(=O)c2cc(C(C)C)on2)sc(C(C)=O)c1C,-2.2
CCOC(=O)C1=C(COC(=O)/C=C/c2cccc(F)c2)NC(=O)NC1C (stereo not drawn),2.8
O=C1c2cccnc2C(O)N1Cc1ccc(F)cc1 (stereo not drawn),-0.9
O=C(NCc1cc(Cl)cc(Cl)c1)c1ccc2sc([C@H]3C[C@H](O)[C@@H](CO)O3)nc2c1,3.7
O=[N+]([O-])c1ccccc1N/N=C/c1cccc(O)c1O,1.1
C(=N\Nc1ccc2ccccc2n1)/c1ccc2c(c1)OCO2,-2.6
COC(=O)c1ccc(-n2c(C)cc(C(=O)CSc3cccc[n+]3[O-])c2C)cc1,-0.3
Cc1sc2ncnc(SCC(=O)Nc3cccc(S(N)(=O)=O)c3)c2c1C,-1.7
CCCOc1cccc(C(=O)N(Cc2ccc(OC)c(OC)c2)C2CCS(=O)(=O)C2)c1 (stereo not drawn),-0.4
C#CCN(C[C@H]1[C@H](OC(=O)NCc2ccco2)[C@H](OC(=O)NCc2ccco2)C[C@H]2C(=O)N(c3ccccc3)C(=O)[C@@H]12)S(=O)(=O)c1ccc(C)cc1,4.5
CN(Cc1ccccc1)C(=O)CNC(=O)C12CC3CC(CC(C3)C1)C2,0.6
O=c1c2c(nc3nc[nH]n13)CCC2,7.2
O=c1[nH]cnc2cc(-c3ccccc3)sc12,5.8
CCSC1=NCCN1S(=O)(=O)c1ccc2ccccc2c1,-0.2
C=CC[C@H](CC(=O)N(CCO)Cc1ccccc1)C(=O)N[C@H](COC(=O)[C@@H](CC=C)Cc1ccc(F)cc1)C(C)(C)C,-3.6
CC(=O)NC12CC3CC(C1)CC(C(=O)Nc1nc4c(C)cccc4s1)(C3)C2,-1.9
Cc1cc(NC(=O)CSc2nnc(C3COc4ccccc4O3)o2)no1 (stereo not drawn),1.9
Cn1nc(C(=O)NCc2ccc(F)cc2)c2c1-c1ccccc1S(=O)(=O)C2,2.0
CN1C(=O)/C(=C/c2ccc(C(=O)Nc3ccc(O)cc3C(=O)O)cc2)SC1=S,-0.3
Cc1cc(-c2csc(Nc3ccccn3)n2)ccc1F,-3.7
CCC(=O)NC(C)C(c1cccs1)N1CCN(c2ccccc2)CC1 (stereo not drawn),1.5
C=CCOc1cccc(CNc2cccc(C(=O)O)c2)c1,2.9
COC(=O)c1c(NC(=O)CSc2nnc(-c3ccco3)n2C)sc(C)c1C,1.9
COc1ccc(-c2nn(-c3ccccc3C)cc2CNC(C)Cn2cncn2)cc1F (stereo not drawn),0.4
NC(=O)C1CCN(C(=O)C2CC(=O)N(c3ccc4c(c3)OCCO4)C2)CC1 (stereo not drawn),0.3
O=C(CSc1ccc2nnc(-c3ccncc3)n2n1)NCC1CCCO1 (stereo not drawn),1.8
Cc1cccc(-c2ccc3c(c2)C2CC3CCN2C(=O)OCc2ccccc2)c1 (stereo not drawn),2.5
CSc1nsc(SC)c1C(=O)Nc1ccc(C(C)(C)C)cc1,-1.3
CN(C)C(=O)CSc1nnc(CCCCCNC(=O)OC(C)(C)C)o1,3.1
CCOC(=O)c1cccc(N2C(=O)C3C(C2=O)C2C=CC3C23CC3)c1 (stereo not drawn),-1.5
CC1CCCC(C)N1C(=O)CN1C(=O)c2ccccc2S1(=O)=O (stereo not drawn),2.6
Cc1cc(C)c(C)c(OCC(=O)NCC2CCCO2)c1 (stereo not drawn),0.1
CCN1CCN(C(C(=O)NC2CCCC2)c2ccc(Cl)cc2)CC1 (stereo not drawn),-0.1
O=C(COc1c(F)c(F)cc(F)c1F)NNC(=O)CC1CCS(=O)(=O)C1 (stereo not drawn),1.3
O=C(NCc1ccccc1F)C1CCCN(c2cnccn2)C1 (stereo not drawn),-3.6
COc1ccc(-n2c(C)nc3c(cnn3-c3ccc(C)c(C)c3)c2=O)cc1,-1.5
COc1ccc2cnn(-c3ccc(OC(F)(F)F)cc3)c(=O)c2c1OC,-2.5
COc1cc(/C=C2/SC(=O)N(Cc3ccccc3)C2=O)ccc1OCc1ccncc1,-3.6
Cn1c(=O)c2cc3ccc(Cl)cc3nc2n(C)c1=O,3.1
Cc1cccc(-n2ncc3c(NCc4ccccc4)ncnc32)c1,-1.3
COc1ccc(S(=O)(=O)N2CCOCC2)cc1C(C)C,-0.7
C[C@H](CO)N1C[C@H](C)[C@@H](CN(C)S(=O)(=O)c2cccc(C#N)c2)OCc2cn(nn2)CCCC1=O,-1.0
CCOC(=O)c1ccc(Nc2nnc(C)c3ccccc23)cc1,-4.6
CCC1=[N+](CC(=O)c2ccc(C)cc2)CCn2cccc21,-0.4
COc1ccc(OC)c(C(=O)CSc2nnnn2C)c1,2.0
CCn1cc(CNC(=O)CC2C(=O)NCCN2CC(c2ccccc2)c2ccccc2)cn1 (stereo not drawn),2.4
O=C(N/N=C/c1ccc([N+](=O)[O-])o1)c1cc(-c2ccc(-c3ccccc3)cc2)nc2ccccc12,-2.9
COc1cc([N+](=O)[O-])ccc1NC(=S)NNC(=O)CCC(=O)Nc1ccccc1Cl,-0.7

# Other compounds follow.
SMILES,TTR transcr act
CCOc1ccc(/C=N/Nc2nc(C)cs2)c(O)c1,-0.4
CN(CCc1ccccc1)C(=O)c1ccc(NC(=O)Cc2cccc(NC(=O)C3CCN(C(=O)C4CCC4)CC3)c2)cc1,-1.1
CNC(=S)N1CCc2sccc2C1C (stereo not drawn),0.8
O=C(c1ccncc1)N1CCN(S(=O)(=O)c2ccccc2F)CC1,-0.9
CCOC(=O)C1=C(C)N(C)C(C)=C(C(=O)OCC)C1c1ccncc1,-2.6
N#CCSc1nnc(C2CCCCC2)n1Cc1ccccc1,1.6
CCOc1ccc(CNn2cnnc2)cc1,0.5
CS(=O)(=O)N1CCc2cc(-c3csc(NC(=O)Cc4cccs4)n3)ccc21,-7.0
Cc1csc(NC(C)c2nc3cc(Cl)c(Cl)cc3n2CCCO)n1 (stereo not drawn),-2.8
Cc1cccc(C)c1NC(=O)CN(C)C(=O)c1cccc(S(=O)(=O)N2CCN(C)CC2)c1,15*
CCNC(=S)NNC(=O)c1ccncc1,1.7
COc1cc(C(=O)N2CCN(c3cccc(C(F)(F)F)c3)CC2)ccc1OCC(=O)N1CCOCC1,-0.1
COc1cc(OC)c(C=NNC(=S)NC23CC4CC(CC(C4)C2)C3)c(OC)c1,-0.2
CC(=O)C1=C(C)Nc2ncnn2C1c1cccc(OCc2ccccc2)c1 (stereo not drawn),0.1
CN(Cc1ccc(OC(F)F)cc1)C(=O)C1CCN(S(=O)(=O)c2ccc3c(c2)OCCO3)CC1,0.7
Cc1cccc(-n2c(C)c(-c3ccccc3)[nH]c2=S)c1,0.4
O=C(c1ccc(-c2cccc(Cl)c2)o1)N1CCN(c2ccc([N+](=O)[O-])cc2)CC1,-0.3
COCc1cc(C)nc(SCC(=O)Nc2cccc3cccnc23)c1C#N,0.5
COc1ccc(Cl)cc1NC(=S)NCCc1c[nH]c2ccccc12,-0.1
CC(C)CN1C[C@@H]2CSCCS(=O)(=O)N2C1=O,1.3

# 17 entries out of the list, ordered by formula weight, descending.
SMILES,TTR transcr act
O=C1NC[C@H](Cc2ccc(O)cc2)N(C[C@@H]2CCCN2C[C@H](Cc2ccccc2)N2C[C@H](Cc3ccc(O)cc3)N(CC3CCCCCC3)C(=O)C2=O)C1=O,-1.4
COc1cc(C(=O)N2CCN(c3cccc(C(F)(F)F)c3)CC2)ccc1OCC(=O)N1CCOCC1,-0.1
CN(C(=O)COC(=O)c1ccc(NS(=O)(=O)c2cccs2)cc1)C1CCCCC1,-0.4
COc1cc(/C=C2/SC(=O)N(Cc3ccccc3)C2=O)ccc1OCc1ccncc1,-3.6
CS(=O)(=O)N1CCc2cc(-c3csc(NC(=O)Cc4cccs4)n3)ccc21,-7.0
COc1cc(OC)c(C=NNC(=S)NC23CC4CC(CC(C4)C2)C3)c(OC)c1,-0.2
CN(C)C(=O)CSc1nnc(CCCCCNC(=O)OC(C)(C)C)o1,3.1
COc1ccc(Cl)cc1NC(=S)NCCc1c[nH]c2ccccc12,-0.1
Cc1cc(Br)cnc1NC(=S)Nc1ccc(F)cc1F,-1.5
CSc1nsc(SC)c1C(=O)Nc1ccc(C(C)(C)C)cc1,-1.3
CCN1CCN(C(C(=O)NC2CCCC2)c2ccc(Cl)cc2)CC1 (stereo not drawn),-0.1
O=C(N/N=C/c1ccc2cccnc2c1)c1nc2ccccc2c(=O)[nH]1,-1.2
CCOc1ccc(N2C(=O)CN=C2Nc2ccccc2Cl)cc1,2.0
COc1ccc(NC(=S)NN2CCOCC2)cc1OC,1.1
O=C1NC(c2cccs2)Nc2sc3c(c21)CCCC3 (stereo not drawn),2.4
CCNC(=S)NNC(=O)c1ccncc1,1.7
Cc1ccc(-c2cc(C(=O)NN)n[nH]2)o1,4.6

# (listing goes on)
SMILES,TTR transcr act
COc1ccc(NC(=O)NC23CC4(C)CC(C)(CC(C)(C4)C2)C3)cc1OC,-2.8
COc1ccc(NC(=O)c2nnn(CC(=O)Nc3ccc4c(c3)OCO4)c2N)cc1OC,-2.0
Nn1cnnc1SCC(=O)N(C1CCCCC1)C1CCCCC1,1.1
COc1ccc(C2c3c(oc4ccccc4c3=O)C(=O)N2CC2CCCO2)cc1 (stereo not drawn),-1.7
